Compound activity as filed in PubChem.
MBNL1-CUG inh = MBNL1-poly(CUG) RNA binding inhibition; Potency, µM (titrated, usually from 57.5 µM), without a hit: top-dose activity change, negative = inhibition, actives largely listed as inhibitors; 280,000 tested, 0.036% active; TR-FRET MBNL1-His/biotin-(CUG)12 binding, 665/545 ratio; AID 2675; active = well fitted inhibition curve with a large enough effect in the signal ratio, with a control signal flat, not every such curve was filed as active; inconclusive = small, poorly fitted or top-dose-only effect, or effect the other way, or a change in a side signal; inactive = no such curve, though single readings can be large or run the other way; the % refers to the signal ratio; also: potency is read from the fitted curve at half-maximal effect; % is scaled to controls: 0 for no effect and ±100 for the full control effect
Target sequence (Q9NR56 whole entry, looked up): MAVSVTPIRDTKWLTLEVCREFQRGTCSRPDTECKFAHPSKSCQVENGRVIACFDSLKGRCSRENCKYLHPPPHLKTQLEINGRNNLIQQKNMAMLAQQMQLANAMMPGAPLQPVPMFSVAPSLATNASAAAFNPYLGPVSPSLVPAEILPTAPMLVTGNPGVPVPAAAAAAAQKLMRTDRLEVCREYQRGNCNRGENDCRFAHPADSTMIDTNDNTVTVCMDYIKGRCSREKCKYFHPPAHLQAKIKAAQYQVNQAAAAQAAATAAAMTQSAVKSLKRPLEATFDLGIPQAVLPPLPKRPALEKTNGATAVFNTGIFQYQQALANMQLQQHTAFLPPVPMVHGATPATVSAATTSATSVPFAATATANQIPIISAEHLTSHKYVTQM
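TR-FRET between His-tagged MBNL1 and biotin-(CUG)12 RNA, detected with Tb anti-His antibody (0.055 ng/ul) and streptavidin-XL665 (5 nM), 60 min at room temperature. Compounds titrated 92 nM to 58 uM; 665/545 nm ratio normalized to buffer and complex controls.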
RORgamma inh = ROR gamma (mouse) transcription inhibition; 310,000 tested, 5.4% active; Potency, µM (titrated, usually from 53.6 µM), for inactives: at the top dose activity change, negative = inhibition, most hits filed as inhibitors; AID 2551; P51450; Drosophila S2 Gal4-RORgamma UAS-luciferase reporter, 20 h; also: potency is read from the fitted curve at half-maximal effect; % is scaled to controls: 0 for no effect and ±100 for the full control effect; nearly all actives have a fitted effect of over 60% in size
Target sequence (P51450 whole entry, looked up, the tested form may be a part): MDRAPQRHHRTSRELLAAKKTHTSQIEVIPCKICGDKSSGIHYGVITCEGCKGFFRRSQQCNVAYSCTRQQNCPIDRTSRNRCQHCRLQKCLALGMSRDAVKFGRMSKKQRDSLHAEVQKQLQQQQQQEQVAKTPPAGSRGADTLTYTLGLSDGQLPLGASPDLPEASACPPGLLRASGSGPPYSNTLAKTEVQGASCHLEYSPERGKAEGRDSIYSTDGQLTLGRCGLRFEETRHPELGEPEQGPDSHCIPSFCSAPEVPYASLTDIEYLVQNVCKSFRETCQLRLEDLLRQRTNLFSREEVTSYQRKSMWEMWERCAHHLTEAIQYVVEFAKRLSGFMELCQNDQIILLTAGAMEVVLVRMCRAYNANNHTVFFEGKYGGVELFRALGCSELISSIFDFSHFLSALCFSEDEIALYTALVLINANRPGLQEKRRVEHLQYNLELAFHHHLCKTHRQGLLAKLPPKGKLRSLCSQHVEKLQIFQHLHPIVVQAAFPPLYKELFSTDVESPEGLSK
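Luciferase reporter read in Schneider cells carrying Gal4-RORγ (mouse) and UAS-Photinus luciferase; cells given compound 1 h before 700 uM copper sulfate induction, then incubated 20 h at ambient temperature.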
Mito fusion act = mitochondrial division inhibition or fusion activation; S. cerevisiae fusion-defective mutant growth rescue, CellTiterGlo 48 h; Potency, µM (top dose mostly 46.1 µM), for inactives: top-dose growth rescue (activation), usual class: activators; 320,000 tested, 0.23% active;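 also: potency is read from the fitted curve at half-maximal effect; % of control where 0% means no effect; nearly all actives have a fitted effect of over 45% in size; temperature-sensitive fusion mutants such as fzo1-1 at 37 °C on non-fermentable ethanol glycerol medium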
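Luminescent cell viability in 1536-well qHTS format served as the measure of rescued growth in ts fusion-mutant S. cerevisiae cultured on non-fermentable YPEG for 48 hours at 37C.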
Rab9 promoter act = activates the Rab9 promoter; Huh7 Rab9 promoter-luciferase reporter, luminescence, 24 h; Potency, µM (series often up to 9.22 µM), inactives show at the highest dose activation, negative = inhibition, hits mostly activators; 320,000 tested, 2.8% active; AID 485297; also: potency is read from the fitted curve at half-maximal effect; % of control where 0% means no effect; nearly all actives have a fitted effect of over 60% in size
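Stable Rab9-luc Huh7, 1500 cells/well, 2 h settle; cmpd in DMSO, 24 h, 37 °C/5% CO2; luciferase reagent 10 min RT; luminescence.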
VP16 counter = inhibits Gal4-VP16 luciferase reporter, ROR gamma counter-screen; Drosophila S2 Gal4-VP16 UAS-luciferase, luminescence, 20 h; 310,000 tested, 3.5% active; Potency, µM (highest dose often 53.6 µM), for inactives: top-dose activity, negative = inhibition, actives largely listed as inhibitors;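 also: Gal4-VP16 expression switched on by copper sulfate through the metallothionein promoter; potency is read from the fitted curve at half-maximal effect; % is scaled to controls: 0 for no effect and ±100 for the full control effect; nearly all actives have a fitted effect of over 50% in size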
FLuc modulator = firefly luciferase modulation, counter-screen for miR-21 project; P08659; purified FLuc, Km substrates, luminescence inhibition; Potency, µM (titrated, usually from 57.5 µM), for the others: top-dose activity change, negative = inhibition, usual class: inhibitors; 360,000 tested, 6.9% active;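 also: potency is read from the fitted curve at half-maximal effect; plate controls were vehicle for no effect and reference inhibitor for full effect; nearly all actives have a fitted effect of over 55% in size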
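Purified P. pyralis luciferase, 10 nM final, with Km-level 10 uM D-luciferin and 10 uM ATP in 50 mM Tris acetate pH 7.5, 10 mM Mg acetate, 0.01% Tween-20, 0.05% BSA; 6-point qHTS titration about 60 µM downward; luminescence read.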
ELG1 repair inh = ELG1-dependent DNA repair inhibition | Potency, µM (doses to about 46.1 µM), without a hit: top-dose activity change, negative = inhibition, hits mostly inhibitors | HEK293T ELG1-luciferase reporter, luminescence, 16 h; DNA damage induced by 5-fluorouridine | 330,000 tested, 2.3% active; also: potency is read from the fitted curve at half-maximal effect; % is scaled to controls: 0 for no effect and ±100 for the full control effect; nearly all actives have a fitted effect of over 55% in size
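Cells (2,000 per well) received 5-fluorouridine plus test compound or DMSO and were incubated 16 hr at 37 °C, 5% CO2. Luciferase activity was read by luminescence 30 min after ONE-Glo addition; signal suppression marked inhibition of damage-induced ELG1 function.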
KCNH2 3.1 block = blocks the human KCNH2 3.1 channel isoform; U2OS KCNH2 3.1, thallium flux FluxOr; active compounds read low; activity change, % (tested at about 1.8 µM); 340,000 tested, 0.95% active;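 active = maximum activity change below -70%; inconclusive = maximum activity change from -70% to -50%; inactive = maximum activity change above -50%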;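 also: thallium influx rate constant from kinetic fluorescence after stimulation buffer; % is scaled to controls: 0 for no effect and ±100 for the full control effect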
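Steps: virus added to U2OS suspension (4 h, RT, dark); medium with 10% FBS added, cells plated, 37 C overnight; FluxOr/Red40 loading buffer 45 min RT; stimulation buffer, 2 min kinetic read; rate constant normalized.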
NPC1 promoter act = activates the NPC1 promoter | Huh7 NPC1 promoter luciferase reporter, 24 h | Potency, µM (highest dose often 9.22 µM), without a hit: top-dose activation, usual class: activators | 320,000 tested, 2.4% active;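 also: potency is read from the fitted curve at half-maximal effect; % of control where 0% means no effect; nearly all actives have a fitted effect of over 60% in size; reporter is driven by a mutant NPC1 promoter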
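Luminescence read-out of NPC1 promoter-driven luciferase in stably transfected Huh7 cells; compounds delivered in DMSO and left 24 h at 37C, 5% CO2, qHTS titration format.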
PKM2 activator = activators of human pyruvate kinase M2; P14618; purified PKM2, Kinase-Glo ATP luminescence, activation; response scale: 0% is enzyme alone, no compound; Potency, µM (top dose mostly 57.5 µM), without a hit: at the highest dose activation, hits mostly activators; 260,000 tested, 0.34% active; AID 1631; also: potency is read from the fitted curve at half-maximal effect; % is scaled to controls: 0 for no effect and ±100 for the full control effect; nearly all actives have a fitted effect of over 55% in size
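ATP formation by purified human PK-M2, quantified via coupled luciferase luminescence after 1 h at room temperature with 0.1 mM ADP and 0.5 mM PEP final.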
Menin MLL FP TR = inhibitors of human menin-MLL interaction, mutant MLL peptide; Menin + Texas Red MLL mutant peptide, fluorescence polarization; Potency, µM (doses to about 61.6 µM), without a hit: at the top dose FP activity change, negative = inhibition, most hits filed as inhibitors; 270,000 tested, 0.23% active; O00255; active = well fitted inhibition curve with a large enough effect in the polarisation, with a control signal flat, not every such curve was filed as active; inconclusive = small, poorly fitted or top-dose-only effect, or effect the other way, or a change in a side signal; inactive = no such curve, though single readings can be large or run the other way; the % refers to the polarisation; also: potency is read from the fitted curve at half-maximal effect; % of control where 0% means no effect; many of its hits are not listed in these tables
* = called active by the depositor; ? = inconclusive; nt = no result given; [ ] = another dose, or the depositor's remark. Unless noted, calls follow the shape of the dose curve; as a rule, active = well fitted curve in the direction sought with a large enough effect; inconclusive = small, poorly fitted or top-dose-only effect, or another doubt; inactive = no such curve, though single readings can be large; an effect the other way counts as inactive or inconclusive. An excerpt. The share of hits here may be higher or lower than overall.

Fields: ELG1 repair inh, PKM2 activator, FLuc modulator, Rab9 promoter act, KCNH2 3.1 block, Menin MLL FP TR, RORgamma inh, NPC1 promoter act, VP16 counter, Mito fusion act, MBNL1-CUG inh
1	CCOc1ccc(-c2nc(CSCC(=O)NCc3ccco3)c(C)o2)cc1
    7.3µM*, 11%, 12µM*, -7%, 6, -7%, -38%, -4%, 25µM*, 15%, -4%
2	CCn1c(C)nc2cc(C(=O)NNC(=S)Nc3ccc(C)cc3)ccc21
    18%, 0%, ?, -10%, 14, nt, -41%, -3%, ?, 5%, 8%
3	Cc1nn(-c2ccc(F)cc2)c(Cl)c1C(=O)NCC1CCCO1 (stereo unspecified)
    0%, nt, 4%, 0%, 25, nt, nt, 2%, nt, -2%, nt
4	CC(=O)Oc1ccc(-c2cccc(C(=O)NCCCO)c2)cc1
    ?, -12%, -26%, -5%, -16, 0%, -3%, -1%, -1%, -6%, -17%
5	O=[N+]([O-])c1cccc(N(CC(O)CN2CCCCC2)S(=O)(=O)c2ccccc2)c1 (stereo unspecified)
    6%, 3%, 2%, -1%, 0, 0%, 3%, 1%, 4%, -2%, 16%
6	CC1(C)Oc2ccc(C(=O)NC3CCCC3)cc2N(CC(=O)N2CCOCC2)C1=O
    -10%, -7%, 11%, 5%, 1, 12%, 6%, -4%, -1%, -2%, 12%
7	CCN1C(=O)/C(=C2\SC(=S)N(NC(=O)c3ccccc3O)C2=O)c2ccccc21
    ?, 2%, -22%, -4%, -29, nt, 5%, -2%, -7%, 1%, 3%
8	COc1ccc(CCNC(=O)CNCC(c2ccccc2)N(C)C)cc1OC (stereo unspecified)
    8%, nt, 0%, -4%, -5, ?, 5%, 1%, -9%, 3%, -9%
9	CCc1c(C)sc2nc3c(C(=O)N4CCOCC4)cc(C(=O)c4ccccc4O)cn3c(=O)c12
    ?, -2%, -12%, -15%, 3, -19%, 17%, 2%, 2%, 14%, ?
10	COC(=O)CCc1sc(Nc2ccc(Br)cc2)nc1-c1ccc(OC)cc1
    -28%, -1%, 1%, -4%, -29, ?, -43%, -3%, ?, 22%, -3%
11	O=C(CSCCc1ccccn1)Nc1cccnc1
    -4%, -11%, 1%, 0%, -14, 7%, 9%, 2%, -8%, -3%, -6%
12	CCOc1ccccc1CN1CCC(n2nccc2NC(=O)C2CCCC2)CC1
    -28%, -1%, -2%, 10%, -13, nt, -35%, 1%, -3%, 0%, -4%
13	O=S(=O)(c1cc(Cl)ccc1Cl)N1CCNCC1
    16%, 4%, 4%, 1%, 16, 0%, 13%, -1%, 0%, -2%, 4%
14	c1cncc(-c2ccc3ncnc(NCc4cccs4)c3c2)c1
    ?, nt, 5%, -4%, nt, nt, nt, -7%, nt, 4%, nt
15	O=C(Nc1ccccc1N1CCCC1)c1ccc2c(c1)OCO2
    -3%, -8%, -3%, -9%, 3, -14%, -9%, 1%, -6%, 11%, 4%
16	C/C(=N\NC(=O)c1ccc2c(c1)OCO2)c1ccc(O)cc1
    ?, -7%, ?, ?, 13, nt, -26%, ?, -18%, 6%, 5%
17	CCOC(=O)C1=C(SCC(=O)Nc2ccccc2)NC(=O)C(C#N)C12CCCCC2 (stereo unspecified)
    -13%, 0%, 3%, 4%, 7, 8%, 30%, -3%, 1%, 4%, -10%
18	Cc1ccc(C(O)(CNCc2ccccc2)c2ccccc2)cc1 (stereo unspecified)
    -9%, nt, -2%, -1%, -8, ?, 14%, -5%, -7%, -8%, -1%
19	COCc1cc(C)nc(OCC(=O)N/N=C/c2ccco2)c1C#N
    -12%, 3%, 3%, -5%, 8, 0%, -1%, -4%, -15%, -4%, 19%
20	CCOc1cc(C)c(Cl)cc1S(=O)(=O)NCc1ccco1
    0%, -15%, 0%, 1%, -10, 6%, 8%, -1%, -8%, -3%, -8%
21	O=C(OCC(=O)N1CCN(C(=O)c2ccco2)CC1)c1ccc(S(=O)(=O)N2CCCCC2)cc1
    -1%, 8%, 0%, -2%, -2, 1%, 7%, 3%, 10%, -7%, -8%
22	Cc1ccc(C(=O)N/C(=C\c2ccco2)C(=O)N2CC(C)OC(C)C2)cc1C (stereo unspecified)
    -27%, nt, 2%, -1%, 5, nt, -4%, -3%, 5%, 2%, 9%
23	CCCn1cc(NC(=O)c2cc(-c3ccccc3)on2)cn1
    ?, 2%, 13µM*, ?, 0, 0%, 35%, 18%, 1%, 3%, -10%
24	C=CCn1c(C)cc(C(=O)Cn2nc(C(=O)O)c3ccccc3c2=O)c1C
    ?, 1%, 0.48µM*, ?, 19, ?, 16µM*, ?, ?, 4%, 13%
25	CCC1CCCCN1C(=O)CSc1nnc(-c2c[nH]c3ccccc23)o1 (stereo unspecified)
    ?, -2%, ?, 4%, -6, 0%, 3%, 13%, -3%, 27%, -3%
26	COc1ccc(CC(NC(C)=O)C(=O)NC2CCN(S(=O)(=O)c3ccccc3)CC2)c(OC)c1 (stereo unspecified)
    -1%, 2%, 1%, -2%, 5, -25%, -5%, -1%, 3%, -12%, 0%
27	COc1ccccc1N(CC(=O)NC1CCCC1)S(=O)(=O)c1ccc(C)cc1
    -18%, 1%, 0%, -3%, 21, -8%, ?, -4%, -2%, 3%, 1%
28	Cc1nn2cc(-c3ccc(Cl)cc3)cnc2c1Cl
    ?, -3%, ?, 3.2µM*, -8, 1%, 19%, 3.5µM*, 1%, 29%, 1%
29	CCCCC(=O)Nc1nc2ccc(C(=O)OC)cc2s1
    ?, 2%, ?, 2.2µM*, 3, -1%, 8.9µM*, ?, ?, 12%, ?
30	COc1ccc(C(=O)Nc2c3c(nn2C(C)(C)C)CS(=O)(=O)C3)cc1OC
    29%, -1%, -1%, -4%, -4, nt, 26%, 6%, -10%, 3%, -6%
31	CCC(C)c1ccccc1NC(=O)COC(=O)c1ccc(N2CCCC2)c([N+](=O)[O-])c1 (stereo unspecified)
    -25%, -3%, 0%, -6%, -14, 7%, -15%, 1%, 1%, -3%, -1%
32	COc1ccc(-c2cc(C(F)(F)F)nc(-n3ccnc3)n2)cc1
    2%, -9%, -6%, -5%, -1, -10%, -22%, 1%, -11%, 0%, 20%
33	O=C(CSc1nnc(NCc2ccccc2)s1)N1CCOCC1
    -15%, -3%, ?, -2%, -3, -7%, -7%, 0%, -9%, -5%, -9%
34	CCN(C(=O)COC(=O)c1cc(-c2ccccc2)nc2ccc(Br)cc12)C1CCS(=O)(=O)C1 (stereo unspecified)
    -4%, 0%, ?, 3%, -5, ?, -5%, -11%, 5%, 11%, 48%[activator]
35	Cc1ccc(NC(=O)CNC2CCCCC2)cc1Cl
    18%, -2%[11.5 µM], 1%, 10%, 20, -19%, -19%, -3%, 1%, -11%, -8%
36	COc1ccc(NC(=O)c2cccnc2Sc2ccccc2)c(OC)c1
    15%, 2%, 3%, -1%, 3, -10%, 12%[10 µM], 1%, 4%, -19%, nt
37	COc1ccc(C(c2nnnn2Cc2ccc(F)cc2)N2CCN(c3ccc(OC)cc3)CC2)cc1 (stereo unspecified)
    -1%, -5%, 0%, 7%, 5, -12%, -9%, 6%, -9%, 11%, -8%
38	NS(=O)(=O)c1ccc(CCNC(=O)C2COc3ccccc3O2)cc1 (stereo unspecified)
    -11%, 0%, 7%, 1%, -2, -5%, ?, -4%, 5%, -3%, -1%

Reprinted at random: four records from the list
Fields: ELG1 repair inh, PKM2 activator, FLuc modulator, Rab9 promoter act, KCNH2 3.1 block, Menin MLL FP TR, RORgamma inh, NPC1 promoter act, VP16 counter, Mito fusion act, MBNL1-CUG inh
35	Cc1ccc(NC(=O)CNC2CCCCC2)cc1Cl
    18%, -2%[11.5 µM], 1%, 10%, 20, -19%, -19%, -3%, 1%, -11%, -8%
16	C/C(=N\NC(=O)c1ccc2c(c1)OCO2)c1ccc(O)cc1
    ?, -7%, ?, ?, 13, nt, -26%, ?, -18%, 6%, 5%
14	c1cncc(-c2ccc3ncnc(NCc4cccs4)c3c2)c1
    ?, nt, 5%, -4%, nt, nt, nt, -7%, nt, 4%, nt
29	CCCCC(=O)Nc1nc2ccc(C(=O)OC)cc2s1
    ?, 2%, ?, 2.2µM*, 3, -1%, 8.9µM*, ?, ?, 12%, ?
